Source: PubChem BioAssay
IL1B NFkB pot: enhances IL-1B driven NFkB nuclear translocation; HUVEC IL-1B NFkB p65 nuclear translocation imaging; activation, % at 2 µM; 94,000 tested, 0.3% active; AID 819;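 active = activation above 40%, about the mean plus 3 SD, also judged a hit on visual image review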;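 also: percent activation is computed from the nuclear over cytoplasmic p65 intensity ratio; values of inactives mirror those of a sister screen read the other way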
PLAP inhibition: PLAP enzyme inhibitors, biochemical, luminescence, HTS (AID 690); purified PLAP, luminescent substrate; higher % means a stronger effect; inhibition, % at 20 µM, or IC50 in µM where a hit was titrated; 96,000 tested, 0.08% active; in the data active = a potency from the dose series; inactive = the rest, 99 in 100 with inhibition below about 30%; also: strong numbers were not always called active
Bcl-B TR3 displacers: displacers of TR3 peptide from Bcl-B, primary screen, selectivity assay for Bfl-1 inhibitor project, biochemical, fluorescence polarization; FP displacement of FITC-TR3 peptide from Bcl-B; higher % means a stronger effect; one-dose displacement, % at 20 µM; IC50 in µM for titrated hits; 96,000 tested, 0.11% active; AID 748;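 active = displacement above 50% at 20 µM plus a fluorescence interference ratio under 1.5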;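 also: plate controls were wells without compound for no effect and wells lacking Bcl-B protein for full effect; a part of the inactive calls stands beside numbers as strong as those of hits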
IL1B NFkB inh: blocks IL-1B driven NFkB nuclear translocation in HUVEC cells | HUVEC IL-1B NFkB p65 nuclear translocation imaging | inhibition, % at 2 µM | 94,000 tested, 0.43% active;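 active = inhibition above about 30% together with a positive call from visual inspection of the well image, limit read from the data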;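 also: nuclear over cytoplasmic p65 intensity ratio measured by imaging; 0% = IL-1B stimulated DMSO wells and 100% = unstimulated DMSO wells; values of inactives mirror those of a sister screen read the other way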
MRP reversal: MRP-mediated drug resistance reversal. H69AR cells + 2 uM doxorubicin, CellTiter-Glo, 72 h. differential viability (reversal), % at 10 µM. 85,000 tested, 0.04% active. AID 602;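 active = viability drop by adding the cancer drug above about 55%, with treated viability meeting a 40% cutoff, limit read from the data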;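 also: viability without doxorubicin minus viability with 2 µM doxorubicin for each compound; larger differential means the compound sensitizes cells more to doxorubicin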
MRP reversal cytotoxicity: further read-out of MRP reversal, marked with its call; viability, %; H69AR cells, CellTiter-Glo, 72 h; measured here: cytotoxicity without doxorubicin
MRP reversal with doxorubicin: recorded beside MRP reversal, whose call it bears; viability, %; measured here: viability with 2 uM doxorubicin; stronger effect = lower value
IL1B NFkB inh cell count 2 µM: also measured in IL1B NFkB inh; calls as there; cell count; measured here: cells passing quality filter;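 raw number of nuclei counted in each imaged well without normalization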
IL1B NFkB pot cell count 2 µM: second read-out of IL1B NFkB pot, no call of its own (marks repeat the call); cell count; measured here: cells passing quality filter
* hit, by the source's call; . = not tested or not shown. The list is partial (hit frequency here may not be typical).

SMILES | IL1B NFkB pot | IL1B NFkB pot cell count 2 µM | PLAP inhibition | Bcl-B TR3 displacers | IL1B NFkB inh | IL1B NFkB inh cell count 2 µM | MRP reversal | MRP reversal cytotoxicity | MRP reversal with doxorubicin
O=C(NCc1ccco1)Nc1ccc(Br)cc1Cl | 33 | 124 | 8% | -7% | -33 | 124 | -11 | 90 | 101
O=S1(=O)C=CC(Nc2cccc(Cl)c2)C1 (stereo unspecified) | 13 | 138 | 13% | -4% | -13 | 138 | -14 | 43 | 56
CC(c1cccs1)N(C(=O)Nc1ccccc1)C1CCCCC1 (stereo unspecified) | -10 | 173 | 0% | 14% | 10 | 173 | 11 | 93 | 82
Cc1ccccc1C(=O)NN(C)c1nc2ccccc2nc1C(F)(F)F | 17 | 91 | 9% | -6% | -18 | 91 | . | . | .
Cc1ccccc1OCc1nc2ccc(S(=O)(=O)N3CCOCC3)cc2[nH]1 | -3 | 194 | -82% | -10% | 3 | 194 | 10 | 93 | 83
CCCCNC(=S)Nc1ccccc1F | -6 | 17 | 6% | 2% | 6 | 17 | . | . | .
O=c1c2ccccc2oc2nc3ccn(Cc4ccncc4)c(=O)c3cc12 | -7 | 194 | -3% | 6% | 7 | 194 | . | . | .
CCN(CC)C(=O)CSc1nc2ccccc2c(=O)n1OC(C)C | -10 | 48 | -58% | -1% | 10 | 48 | 13 | 87 | 74
Cc1c(C(=O)Nc2ccc3c(c2)OCCO3)sc2nc(-c3ccccc3)cn12 | 15 | 96 | . | . | -15 | 96 | 7 | 38 | 31
CCOC(=O)c1c(CN2CCN(CCO)CC2)n(C)c2cc(Br)c(OC)cc12 | . | . | -49% | 1% | . | . | 3 | 16 | 13
Cn1c(=O)c(C(=O)CSc2nncs2)c(N)n(Cc2ccccc2)c1=O | -1 | 197 | -21% | -6% | 1 | 197 | -14 | 73 | 87
COc1ccccc1N1C(=O)CCC1(C#N)c1ccccc1 (stereo unspecified) | 30 | 130 | -8% | -5% | -30 | 130 | 7 | 102 | 95

The final six compounds of the part before come first, to join the parts:
SMILES | IL1B NFkB pot | IL1B NFkB pot cell count 2 µM | PLAP inhibition | Bcl-B TR3 displacers | IL1B NFkB inh | IL1B NFkB inh cell count 2 µM | MRP reversal | MRP reversal cytotoxicity | MRP reversal with doxorubicin
O=c1c2ccccc2oc2nc3ccn(Cc4ccncc4)c(=O)c3cc12 | -7 | 194 | -3% | 6% | 7 | 194 | . | . | .
CCN(CC)C(=O)CSc1nc2ccccc2c(=O)n1OC(C)C | -10 | 48 | -58% | -1% | 10 | 48 | 13 | 87 | 74
Cc1c(C(=O)Nc2ccc3c(c2)OCCO3)sc2nc(-c3ccccc3)cn12 | 15 | 96 | . | . | -15 | 96 | 7 | 38 | 31
CCOC(=O)c1c(CN2CCN(CCO)CC2)n(C)c2cc(Br)c(OC)cc12 | . | . | -49% | 1% | . | . | 3 | 16 | 13
Cn1c(=O)c(C(=O)CSc2nncs2)c(N)n(Cc2ccccc2)c1=O | -1 | 197 | -21% | -6% | 1 | 197 | -14 | 73 | 87
COc1ccccc1N1C(=O)CCC1(C#N)c1ccccc1 (stereo unspecified) | 30 | 130 | -8% | -5% | -30 | 130 | 7 | 102 | 95
Cc1ccccc1OCC(=O)OC1CCN(C)CC1 | 6 | 158 | -22% | 0% | -6 | 158 | -30 | 83 | 113
CC1CCCN(CC(O)CN)C1 (stereo unspecified) | -5 | 82 | . | . | 5 | 82 | -5 | 97 | 103
COc1ccc(OC)c(CNC(=O)C2CCCN(C(=O)N(C)C)C2)c1 (stereo unspecified) | 4 | 146 | -10% | -7% | -4 | 146 | 8 | 86 | 78
COc1ccccc1/C=C/C(=O)c1c2c(c(C)[nH]c1=O)CCCC2 | -6 | 94 | -14% | -3% | 6 | 94 | . | . | .
Cc1ccc([C@@H]2C3COCC=C3C(C#N)=C(N)C2(C#N)C#N)o1 (stereo partly specified) | 12 | 94 | -61% | 42% | -12 | 94 | -2 | 76 | 78
CC(=O)Nc1cc(C(=O)OC(C(=O)c2ccccc2)c2ccccc2)ccc1C (stereo unspecified) | -4 | 87 | -50% | 7% | 4 | 87 | . | . | .
CCn1c(C)nc2c1C(=O)c1ccccc1C2=O | 6 | 61 | -3% | 2% | -6 | 61 | -7 | 69 | 76
CC1NC2(C(=O)N(Cc3ccccc3)c3ccccc32)C2C(=O)N(c3ccccc3)C(=O)C12 (stereo unspecified) | -7 | 41 | -23% | 2% | 7 | 41 | 10 | 96 | 86
COc1cccc(Cn2cnc3c(NS(=O)(=O)c4ccc(Cl)cc4)c(C)c(C)cc32)c1 | 4 | 151 | -14% | -3% | -4 | 151 | . | . | .
CCC(C(=O)N1CCN(c2cccc(Cl)c2)CC1)c1ccccc1 (stereo unspecified) | 25 | 207 | -9% | -6% | -25 | 207 | -6 | 100 | 106
COc1cc(C(=O)Sc2ccc(Cl)cc2)cc(OC)c1OC | 18 | 136 | 0% | -2% | -18 | 136 | . | . | .
Cc1cccnc1NC(=O)CSc1nnc(Cc2ccccc2)o1 | 37 | 106 | . | . | -37 | 106 | 26 | 100 | 75

Copied from the list.
CC1CCCN(CC(O)CN)C1 (stereo unspecified) | MRP reversal cytotoxicity = 97
Cc1ccc([C@@H]2C3COCC=C3C(C#N)=C(N)C2(C#N)C#N)o1 (stereo partly specified) | MRP reversal cytotoxicity = 76

Further records follow.
SMILES | IL1B NFkB pot | IL1B NFkB pot cell count 2 µM | PLAP inhibition | Bcl-B TR3 displacers | IL1B NFkB inh | IL1B NFkB inh cell count 2 µM | MRP reversal | MRP reversal cytotoxicity | MRP reversal with doxorubicin
CCCCC(c1nnnn1C1CCCC1)N1CCN(C2CCCCC2)CC1 (stereo unspecified) | -10 | 109 | -55% | -4% | 10 | 109 | -33 | 41 | 74
CN(C)c1ccc(CNC2CC(C)(C)NC(C)(C)C2)cc1 | -4 | 172 | 3% | 10% | 4 | 172 | -5 | 97 | 102
N#Cc1c(-c2ccccc2)ccn(Cc2cccc(Cl)c2)c1=O | -6 | 141 | 18% | -17% | 6 | 141 | . | . | .
CC12CCC(C(=O)Nc3cccc(NC(=O)C45CCC(C)(C(=O)O4)C5(C)C)n3)(OC1=O)C2(C)C | 24 | 145 | -49% | -13% | -24 | 145 | . | . | .
COCC(C)NCc1ccccc1C (stereo unspecified) | -11 | 138 | 21% | 4% | 11 | 138 | 10 | 88 | 78
Cc1noc(/C=C/N(C)C)c1S(=O)(=O)N1CCCC(C(=O)NC2CCCCC2)C1 (stereo unspecified) | -11 | 75 | -40% | -7% | 11 | 75 | -14 | 101 | 115
CCOC(=O)CCSc1nc(-c2ccc3c(c2)OCO3)cc(C(F)(F)F)c1C#N | 18 | 128 | -13% | -13% | -18 | 128 | . | . | .
COC(=O)CN(c1nc(C)cc(OC)n1)S(=O)(=O)c1ccccc1 | 7 | 139 | 23% | -10% | -7 | 139 | 17 | 85 | 68
CCOP(=O)(c1c(F)c(F)c(F)c(F)c1F)C1(O)CCCCC1 (stereo unspecified) | 19 | 206 | 16% | -2% | -19 | 206 | 1 | 82 | 81
CCOC(=O)Nc1ccccc1C(=O)N1CCOCC1 | -3 | 136 | -15% | 1% | 3 | 136 | -5 | 98 | 103
Cc1cc(C)cc(N(CC(=O)N2CCC(C)CC2)S(C)(=O)=O)c1 | 26 | 157 | 4% | -6% | -26 | 157 | 2 | 91 | 89
CCOCCCN(Cc1ccco1)C(=O)c1cc2c(=O)[nH]c3ccc(C)cc3c2s1 | 17 | 190 | -44% | 7% | -17 | 190 | -27 | 44 | 71
CC(C)NC(=O)N1CCOCCOCCN(C(=O)NC(C)C)CCOCCOCC1 | . | . | 15% | -2% | . | . | 9 | 101 | 93
Nc1c(N2CCOCC2)cc(Cl)c2nonc12 | 12 | 190 | 20% | 8% | -12 | 190 | -4 | 96 | 99
CCC(C)Cn1c(C)nc2ccccc21 (stereo unspecified) | -8 | 106 | -4% | -9% | 8 | 106 | 7 | 84 | 77
O=C(Nc1ccc(-c2csc(-c3ccccc3)n2)cc1)c1ccccc1Cl | -1 | 149 | 1% | -11% | 0 | 149 | . | . | .
COC(=O)c1cc2sccc2n1Cc1nc(-c2cccc(Cl)c2)oc1C | -3 | 159 | -3% | -9% | 3 | 159 | -1 | 84 | 86
CC(C)N(Cc1nc2ccccc2[nH]1)C(C)C | . | . | 8% | 7% | . | . | 14 | 104 | 90
c1ccc2c(c1)OCC(c1csc3ncnc(N4CCOCC4)c13)O2 (stereo unspecified) | 15 | 179 | 9% | -4% | -15 | 179 | 6 | 86 | 79
CCOC(=O)NCCc1ccc(OC)cc1 | . | . | 13% | -5% | . | . | -14 | 86 | 100
COc1cc(-c2nnc(COc3ccc4ccccc4c3)o2)cc(OC)c1OC | 8 | 187 | 4% | -6% | -8 | 187 | -17 | 70 | 88
Cc1ccc(NC(=O)CC2Oc3ccc(C)cc3NC2=O)cc1 (stereo unspecified) | -3 | 157 | 15% | 10% | 3 | 157 | 1 | 92 | 92
Cc1cc(C)c(C)c(S(=O)(=O)N2CCN(Cc3nc4ccccc4[nH]3)CC2)c1C | -7 | 108 | -13% | -4% | 7 | 108 | -13 | 42 | 54
Cn1c(=O)n(C)c2cc([N+](=O)[O-])c(N3CCN(S(=O)(=O)c4ccc5ccccc5c4)CC3)cc21 | -4 | 120 | -23% | 10% | 4 | 120 | . | . | .
Cc1sc(NC(=O)CSc2nnc(CCNC(=O)c3cccs3)n2C)nc1-c1ccccc1 | 1 | 180 | . | . | -1 | 180 | -13 | 69 | 81
Cn1c(=O)[nH]c(=O)c2c1nc(CN1CCOCC1)n2CCc1ccccc1 | -7 | 70 | . | . | 8 | 70 | 50 | 77 | 27
C=CCNC(=O)c1onc(CSc2cccc3ccccc23)c1C(=O)O | 14 | 181 | -22% | -3% | -14 | 181 | . | . | .
Cn1nnnc1SCCNC/C=C/c1ccccc1 | -28 | 81 | -8% | 1% | 28 | 81 | 2 | 92 | 90
CC1CN(C(=O)C2CCCN2S(=O)(=O)c2ccc(Cl)cc2)CC(C)O1 (stereo unspecified) | 19 | 100 | -61% | 1% | -19 | 100 | -20 | 81 | 102
Cc1ccc(S(=O)(=O)n2nc(-c3cccnc3)nc2N)cc1 | . | . | 7% | 10% | . | . | 1 | 93 | 92
O=C(O)c1ccccc1-c1nc2ccccc2c(=O)[nH]1 | . | . | 12% | 2% | . | . | -4 | 100 | 104
Cc1cc(C)n(-c2cccc3cccnc23)n1 | 3 | 149 | -8% | -3% | -3 | 149 | -5 | 94 | 98
Cc1cccc(N2C(=O)N(c3ccccc3C)C3CS(=O)(=O)CC32)c1 (stereo unspecified) | -5 | 162 | -21% | -8% | 5 | 162 | 6 | 91 | 85
Cc1nn(Cc2c(F)c(F)c(F)c(F)c2F)c(C)c1NC(=O)c1c([N+](=O)[O-])cnn1C | 6 | 175 | -9% | 10% | -6 | 175 | . | . | .
Cc1ccccc1NC(=O)CC1SC(=O)N(c2ccccc2)C1=O (stereo unspecified) | 4 | 163 | 12% | 7% | -4 | 163 | 8 | 105 | 97
CC(=O)c1c(C)nc(-c2ccc(Cl)cc2)nc1N=CN(C)C | 16 | 76 | 0% | 0% | -13 | 76 | -14 | 73 | 87
OCc1nnn(-c2cccc(C(F)(F)F)c2)c1CO | -5 | 126 | 0% | 0% | 5 | 126 | -5 | 89 | 94
CCOC(=O)c1nnn(-c2nonc2N)c1CS(=O)(=O)c1ccccc1 | 14 | 174 | 2% | 24% | -14 | 174 | 12 | 89 | 77
CCCN1C(=O)N(C)C(N(O)C(=O)NC)C1(C)C (stereo unspecified) | 1 | 172 | 10% | -6% | -1 | 172 | 14 | 106 | 92
O=C(CN1CCN(Cc2ccc(F)cc2Cl)C1=O)NCCCN1CCOCC1 | 3 | 63 | -36% | -1% | -3 | 63 | 7 | 96 | 88
O=c1oc2c(CN3CCOCC3)c(O)ccc2c2c1CCC2 | 4 | 157 | -35% | 16% | -4 | 157 | 11 | 104 | 93
CC(C)CNC1=CC(=O)CC(c2ccco2)C1 (stereo unspecified) | -2 | 139 | -40% | 21% | 2 | 139 | 3 | 94 | 91
